# Shiga toxin inh = Shiga toxin inhibition; Vero cells, Shiga toxin protein synthesis inhibition reporter; inhibition, % at 38.7 µM; hit rate 9.2% among 290,000; in the data active = inhibition mostly above about 28%, no sharp cut-off; inactive = mostly below about 43%; also: 0% is about no effect
# LmPK inh = blocks Leishmania mexicana pyruvate kinase activity; hit rate 0.37% among 290,000; purified LmPK, Kinase-Glo ATP luminescence, 1 h; AID 1721; Q27686; Potency, µM (titrated, usually from 57.5 µM), for inactives: at the highest dose activity change, negative = inhibition, usual class: inhibitors; also: potency is read from the fitted curve at half-maximal effect; % is scaled to controls: 0 for no effect and ±100 for the full control effect
# Target sequence (Q27686 whole entry, looked up): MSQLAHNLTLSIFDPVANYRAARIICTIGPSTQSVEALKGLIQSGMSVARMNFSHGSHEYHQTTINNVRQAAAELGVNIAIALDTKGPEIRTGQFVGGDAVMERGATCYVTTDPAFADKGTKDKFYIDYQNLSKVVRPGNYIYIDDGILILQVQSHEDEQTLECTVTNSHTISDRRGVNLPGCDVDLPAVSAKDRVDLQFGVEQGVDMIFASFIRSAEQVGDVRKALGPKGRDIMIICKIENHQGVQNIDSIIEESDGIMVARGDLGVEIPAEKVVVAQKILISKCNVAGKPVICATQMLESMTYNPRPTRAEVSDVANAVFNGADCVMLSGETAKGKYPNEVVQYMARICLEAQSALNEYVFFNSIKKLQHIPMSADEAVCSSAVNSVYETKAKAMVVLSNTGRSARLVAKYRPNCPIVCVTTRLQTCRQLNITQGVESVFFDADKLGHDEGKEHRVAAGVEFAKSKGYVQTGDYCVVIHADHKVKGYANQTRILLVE
#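 Pyruvate kinase activity monitored as ATP production (luciferase luminescence). Conditions: 0.1 nM enzyme, 0.5 mM PEP, 0.1 mM ADP, 1 h, RT; normalized against uninhibited and no-enzyme wells.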
# TbPYK inhibitor = inhibitors of Trypanosoma brucei pyruvate kinase; TbPYK enzyme, Kinase-Glo Plus ATP luminescence, 45 min; Potency, µM (series often up to 76.8 µM), for the others: top-dose activity, negative = inhibition, actives largely listed as inhibitors; hit rate 0.12% among 410,000; also: potency is read from the fitted curve at half-maximal effect; % is scaled to controls: 0 for no effect and ±100 for the full control effect; nearly all actives have a fitted effect of over 50% in size
#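 Enzyme and substrate buffer are dispensed first and compound is pin-transferred. ADP at 130 uM final then starts the reaction, which runs 45 min at room temperature. Detection reagent is added for 10 min before luminescence is imaged.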
# Cycloheximide cs = affects cycloheximide protein synthesis inhibition readout, counter-screen; cell reporter, cycloheximide protein synthesis inhibition counterscreen; max response, %; hit rate 12% among 300,000; in the data active = max response mostly above about 13%, no sharp cut-off; inactive = mostly below about 14%; also: read at 38.3 µM for the half of the compounds with a filed dose; 0% is about no effect
# Pf growth 96h = P. falciparum growth inhibition at 96 hours. hit rate 6.9% among 320,000. P. falciparum luciferase reporter growth, 96 h. AID 504834. Potency, µM (series often up to 28.7 µM), for the others: top-dose activity change, negative = inhibition, most hits filed as inhibitors; also: potency is read from the fitted curve at half-maximal effect; % is scaled to controls: 0 for no effect and ±100 for the full control effect
#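 Readout is luminescence from an integrated firefly luciferase in P. falciparum. Red cells, 2% hematocrit and 0.05% parasitemia final, were cultured with compound through two parasite generations (96 hours) at 37 C, 5% CO2.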
# HCV inhibitor = blocks hepatitis C virus. Huh7.5.1 HCVcc-Cre infection, luciferase reporter, 44 h. Potency, µM (top dose mostly 41.8 µM), for inactives: at the highest dose activity change, negative = inhibition, most hits filed as inhibitors. hit rate 3.4% among 340,000; also: potency is read from the fitted curve at half-maximal effect; % is scaled to controls: 0 for no effect and ±100 for the full control effect
#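 Cells (1,000/well) were plated 4 h before compound, then infected with HCVcc-Cre virus (~0.5 moi). After 44 h further culture, infection was read as luciferase luminescence following a 15 min substrate incubation at room temperature.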
# Pf growth 48h = P. falciparum growth inhibition at 48 hours (one generation); Potency, µM (titrated, usually from 28.7 µM), inactives show top-dose activity change, negative = inhibition, hits mostly inhibitors; P. falciparum luciferase growth in erythrocytes, 48 h; AID 504832; hit rate 5.9% among 310,000; also: potency is read from the fitted curve at half-maximal effect; % is scaled to controls: 0 for no effect and ±100 for the full control effect
#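 Luciferase-expressing parasites in RBCs, 2% Hct / 0.1% parasitemia final; RPMI 1640 + 0.5% Albumax; 37 C, 5% CO2, one generation; luminescence read-out, lower signal = inhibition.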
# The depositor's hits bear a star; ? = inconclusive; . = not tested or not shown; [ ] = another dose, or the depositor's remark. Unless noted, calls follow the shape of the dose curve; as a rule, active = well fitted curve in the direction sought with a large enough effect; inconclusive = small, poorly fitted or top-dose-only effect, or another doubt; inactive = no such curve, though single readings can be large; an effect the other way counts as inactive or inconclusive.
Molecule,Shiga toxin inh,LmPK inh,TbPYK inhibitor,Cycloheximide cs,Pf growth 96h,HCV inhibitor,Pf growth 48h
COc1ccc2c(c1)cc(C(=O)N[C@@H](Cc1ccccc1)C(=O)N[C@@H](C)C(=O)O)n2C,8,2%,-7%,-2,3%,16%,18%
Cc1ccc(-n2c(SCC(=O)OC(C)C)nnc2-c2cnccn2)cc1,-12,4%,4%,-6,0%,10%,-7%
COc1ccc(Cn2c(-c3ccc(C)cc3)nc3c(c(=O)c4ccccc4n3C)c2=O)cc1,-11,-9%,26%,-5,?,?,13µM*
O=C(CN1C(=O)c2ccccc2S1(=O)=O)NCc1ccco1,-4,11%,6%,-3,10%,3%,11%
CCOc1ccc2oc(C(=O)NCC(C)(C)CN(C)C)c(C)c2c1,25,1%,3%,12,-24%,-23%,27%
NC(N)=NCCCC(NC(=O)c1ccccc1)C(=O)Nc1ccc2ccccc2c1 (stereo unspecified),.,.,-13%,.,10µM*,?,?
O=C(CN1CCN(Cc2ccccc2)CC1)NCCNc1ccc([N+](=O)[O-])cn1,-15,-1%,1%,9,24%,0%,-10%
CSc1ccccc1NC(=S)NC1CCCCC1,-6,6%,-5%,-3,?,-15%,-9%
COc1ccc(C)cc1Nc1nc(C)nc2sc(C)cc12,3,4%,-5%,-6,-15%,?,0%[0.00184 µM]
COc1ccc(OC)c(Nc2nc3ccccc3n3cnnc23)c1,-13,1%,-1%,-3,13%,10µM*,0%
CC(C)N(Cc1nc(-c2ccc3c(c2)OCO3)no1)CC1CCC(=O)N1 (stereo unspecified),-4,-1%,-2%,1,-8%,-9%,16%
COc1ccc(S(=O)(=O)NN=C2CCCCC2)cc1,17,1%,4%,1,0%,-8%,39%[activator]
Cn1c(NCc2ccccc2)nc2c1c(=O)n(Cc1ccc(Br)cc1)c(=O)n2C,-12,0%,-1%,1,77%[activator],?,?
Cc1nn(CC(=O)NCc2cc3ccccc3[nH]2)c(C)c1[N+](=O)[O-],-6,-1%,0%,-2,31%[activator],10%,8%
COC(=O)c1ccc(NCC(=O)N2CCCCCC2)cc1,110*,0%,.,19*,180%[activator],.,190%[activator]
CCCCn1c(N)c(N(CCOC)C(=O)CCCc2nc3ccccc3s2)c(=O)[nH]c1=O,.,.,7%,.,-13%,16%,-4%
Nc1n[nH]c2cc(=O)n(-c3cccc(C(F)(F)F)c3)nc12,-4,-13%,-4%,7,-19%,-2%,?
CC(C)Cn1c(CN(Cc2ccccc2)Cc2ccccc2)nc2c1c(=O)n(C)c(=O)n2C,2,4%,0%,-4,-10%,-17%,?
COc1ccc(Cl)cc1NC(=S)N1CCC(c2ccc(C)cc2)C1 (stereo unspecified),22,0%,-6%,7,68%[activator],?,?
CCc1cccc(CC)c1NC(=S)NCC(c1cccnc1)N(C)C (stereo unspecified),-10,13%,-1%,-3,3%,9%,?
O=C(CCCSc1nc2ccccc2[nH]1)N1CCN(c2ccccc2)CC1,55,4%,-4%,2,?,?,?
COc1cccc(C(c2c(C)[nH]n(-c3ccccc3)c2=O)c2c(C)[nH]n(-c3ccccc3)c2=O)c1OC,-11,-6%,-18%,1,39%[activator],13%,-15%
Cn1c(C(=O)OC(C(=O)NC2CCCCC2)c2ccncc2)cc2sccc21 (stereo unspecified),12,-2%,-4%,-1,1%,-25%,?
COCCN(CCOC)c1nc(-c2ccc(C)cc2)nc2ccccc12,73*,0%,3%,13*,?,-28%,0%

# Reprinted from the results shown for reference:
Molecule,Shiga toxin inh,LmPK inh,TbPYK inhibitor,Cycloheximide cs,Pf growth 96h,HCV inhibitor,Pf growth 48h
CC(C)N(Cc1nc(-c2ccc3c(c2)OCO3)no1)CC1CCC(=O)N1 (stereo unspecified),-4,-1%,-2%,1,-8%,-9%,16%
COc1ccc(S(=O)(=O)NN=C2CCCCC2)cc1,17,1%,4%,1,0%,-8%,39%[activator]
Cn1c(NCc2ccccc2)nc2c1c(=O)n(Cc1ccc(Br)cc1)c(=O)n2C,-12,0%,-1%,1,77%[activator],?,?
Cc1nn(CC(=O)NCc2cc3ccccc3[nH]2)c(C)c1[N+](=O)[O-],-6,-1%,0%,-2,31%[activator],10%,8%
COC(=O)c1ccc(NCC(=O)N2CCCCCC2)cc1,110*,0%,.,19*,180%[activator],.,190%[activator]
CCCCn1c(N)c(N(CCOC)C(=O)CCCc2nc3ccccc3s2)c(=O)[nH]c1=O,.,.,7%,.,-13%,16%,-4%
Nc1n[nH]c2cc(=O)n(-c3cccc(C(F)(F)F)c3)nc12,-4,-13%,-4%,7,-19%,-2%,?
CC(C)Cn1c(CN(Cc2ccccc2)Cc2ccccc2)nc2c1c(=O)n(C)c(=O)n2C,2,4%,0%,-4,-10%,-17%,?
COc1ccc(Cl)cc1NC(=S)N1CCC(c2ccc(C)cc2)C1 (stereo unspecified),22,0%,-6%,7,68%[activator],?,?
CCc1cccc(CC)c1NC(=S)NCC(c1cccnc1)N(C)C (stereo unspecified),-10,13%,-1%,-3,3%,9%,?
O=C(CCCSc1nc2ccccc2[nH]1)N1CCN(c2ccccc2)CC1,55,4%,-4%,2,?,?,?
COc1cccc(C(c2c(C)[nH]n(-c3ccccc3)c2=O)c2c(C)[nH]n(-c3ccccc3)c2=O)c1OC,-11,-6%,-18%,1,39%[activator],13%,-15%
Cn1c(C(=O)OC(C(=O)NC2CCCCC2)c2ccncc2)cc2sccc21 (stereo unspecified),12,-2%,-4%,-1,1%,-25%,?
COCCN(CCOC)c1nc(-c2ccc(C)cc2)nc2ccccc12,73*,0%,3%,13*,?,-28%,0%

# Next section.
Molecule,Shiga toxin inh,LmPK inh,TbPYK inhibitor,Cycloheximide cs,Pf growth 96h,HCV inhibitor,Pf growth 48h
CCCNC(=O)NC(C)C12CC3CC(CC(C3)C1)C2 (stereo unspecified),-6,1%,2%,-2,?,20%,.
O=[N+]([O-])c1ccc(NC(=S)NCCc2ccc(F)cc2)cc1,13,0%,-21%,3,5.2µM*,?,10µM*
O=C(Nc1cc2c3c(c1)CC(=O)N3CCC2)c1c(F)cccc1F,.,.,4%,.,-7%,?,12%
FC(F)(F)c1nc2ncc(Cl)cc2[nH]1,-17,0%,1%,-2,?,.,-6%
O=C(c1ccco1)N1CCN(Cc2c(F)cccc2Cl)CC1,50*,-1%,-2%,39*,17%,12%,32%[activator]
Cc1ccc(SCc2nnc(NC(=O)c3ccccc3)s2)cc1,7,3%,3%,7,6%,10%,11%
Cc1ccc(C(=O)NNC(=S)NC(=O)c2ccco2)cc1,18,-1%,-4%,-4,?,?,?
CC/C(=N\NS(=O)(=O)c1ccc(C)cc1)c1ccco1,7,-6%,-7%,-2,25%,21%,.
CC(=O)c1ccc(-c2ccc(C(=O)NC3CCCCCC3)o2)cc1,41*,2%,7%,28*,?,10%,?
Cc1cnc([N+](=O)[O-])n1CCOC(=O)NC(=O)c1cccc(F)c1,4,3%,3%,-7,?,3%,33%[activator]
CCC1CCCCN1CCCNC(=O)CCCOc1cc(=O)n(C)c2ccccc12 (stereo unspecified),6,-4%,-29%,5,6.6µM*,-12%,-22%
CN(CCc1cnn(C)c1)Cc1cn(C)nc1-c1ccccc1F,-8,-2%,3%,-2,?,5%,9%
COc1c(C)cc(C(=O)C2CCCN(C(=O)c3ccc4[nH]ccc4c3)C2)cc1C (stereo unspecified),-1,2%,-26%,5,?,-8%,-4%
CCc1cccc2c(C(=O)COC(=O)C3=NNC(=O)CC3)c[nH]c12,8,1%,2%,-3,32%,2%,16%
CC(=O)N(c1ccccc1)C1SC(=O)N(c2ccccc2)C1=O (stereo unspecified),75,1%,3%,23,.,7%,17%
O=[N+]([O-])c1ccc(N2CCc3ccccc3C2)nc1,54*,1%,0%,28*,6%,-8%,5%

# A draw from above in order of number of heavy atoms, largest number first:
Molecule,Shiga toxin inh,LmPK inh,TbPYK inhibitor,Cycloheximide cs,Pf growth 96h,HCV inhibitor,Pf growth 48h
CCc1cccc(CC)c1NC(=S)NCC(c1cccnc1)N(C)C (stereo unspecified),-10,13%,-1%,-3,3%,9%,?
COc1ccc(C)cc1Nc1nc(C)nc2sc(C)cc12,3,4%,-5%,-6,-15%,?,0%[0.00184 µM]
CSc1ccccc1NC(=S)NC1CCCCC1,-6,6%,-5%,-3,?,-15%,-9%

# New compounds follow:
Molecule,Shiga toxin inh,LmPK inh,TbPYK inhibitor,Cycloheximide cs,Pf growth 96h,HCV inhibitor,Pf growth 48h
CCOC(=O)C1=C(C)NC2=C(C(=O)CCC2)C1c1coc2ccccc2c1=O (stereo unspecified),6,5%,1%,-3,12µM*,-7%,.
Fc1ccccc1CNC(=S)Nc1ccc(Cl)cc1,9,2%,-3%,7,?,-17%,13%
Cc1ccc(C(O)CN2C3=NCCN3c3ccccc32)cc1 (stereo unspecified),-14,3%,1%,-3,?,-21%,?
Cc1ccc(COc2ccc(S(=O)(=O)N3CCCC3)cc2C(N)=O)cc1,-4,-8%,-5%,-3,0%,?,4%
CCn1nnnc1SCC(=O)NNC(=O)C1CCCCC1,26,2%,-1%,-5,-12%,5%,-12%
O=C(CN1CCOCC1)NC1C2CC3CC(C2)CC1C3 (stereo unspecified),10,-4%,4%,5,.,17%,20%
Fc1ccc(-c2nc3c(-c4ccccc4)cnn3cc2CCN2CCOCC2)cc1,-11,-3%,0%,0,?,-48%,-3%
N=c1c2c(-c3ccccc3)c(-c3ccccc3)n(Cc3ccco3)c2ncn1Cc1ccco1,-23,3%,1%,-4,?,16µM*,3.7µM*
COCCn1c(SCC(=O)NCCc2ccccc2)nnc1-c1ccco1,-8,-3%,-17%,-2,1%[5.75 µM],5%,7%
CCc1nnc(NC(=O)c2ccc(-c3ccc([N+](=O)[O-])cc3Cl)o2)s1,5,0%,-3%,-5,-17%,-6%,-9%
Cc1ccc(NC(=O)c2ccc(CSc3ncnc4nc[nH]c34)cc2)c(C)c1,39,0%,5%,0,0%,?,?
O=C1c2oc3ccccc3c(=O)c2C(c2cccc(Br)c2)N1Cc1ccco1 (stereo unspecified),-5,4%,5%,11,0.37µM*,3%,4%
CCc1cccc(NC(=O)CCCSc2nc3ccccc3[nH]2)c1,6,1%,2%,-6,4%,17%,7%
CN(CC(=O)Nc1cccc(F)c1)C(=O)CC1CCCCC1,.,.,3%,.,?,-4%,?
C(=N\Nc1nc(N2CCCC2)nc(N2CCCC2)n1)/c1ccncc1,-5,-1%,2%,-2,-1%,?,0%
CCOP(=O)(OCC)c1nc(-c2ccccc2)oc1NCc1ccccc1,7,-1%,-4%,0,2.6µM*,-6%,7.4µM*
CCOC(=O)N1CCN(CC(O)COc2ccc3c(c2)CCC3)CC1 (stereo unspecified),-9,-6%,3%,-8,-14%,14%,15%
COc1ccccc1NC(=O)C(=O)N1N=C(C(C)C)CC1(O)C(F)(F)F (stereo unspecified),-4,-1%,-5%,-2,41%[activator],?,34%[activator]

# Screening data deposited in PubChem by National Center for Advancing Translational Sciences (NCATS).
